VCAM1 TNFa inh: reduces TNF alpha induced VCAM1 expression in HUVEC; actives 0.48% (n = 95,000); HUVEC TNFa-induced VCAM-1 immunofluorescence, high-content imaging; inhibition, % at 2 µM;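 active = inhibition above the batch mean plus 3 SD, with images confirmed as a hit by eye, cut at about 37% in these data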;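 note: 0% = TNF-stimulated DMSO wells and 100% = unstimulated control wells; not every result past the cut was called active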
E coli WT exp: growth inhibitors of E. coli BW25113 wild type. growth inhibition, % at 100 µM. OD600 absorbance. actives 0.15% (n = 98,000). AID 710;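 active = growth inhibition above about 50% at one test dose, limit read from the data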;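 note: growth measured after 20 h incubation at 37 °C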
F-actin modifier: alters cytoskeleton assembly in HUVEC cells; AID 836; HUVEC TNFa F-actin phalloidin imaging, high content; actives 0.18% (n = 91,000); inhibition, % at 2 µM;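 active = inhibition above the batch mean plus 3 SD and confirmed as a hit by visual image inspection, cut at about 30% in these data, passing the limit was not always enough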; note: strong numbers were not always called active
IL1B cytotox: toxic to HUVEC cells under IL-1B stimulation. cell count reduction, % at 2 µM. actives 0.41% (n = 94,000). AID 845. HUVEC cell count loss, Hoechst imaging, IL-1B stimulated;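 active = cell count reduction more than 3 SD above the screen-wide mean, cut at about 70% in these data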;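 note: normalized per plate to untreated control cells as the no-loss baseline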
TNFa cytotox: toxic to HUVEC cells under TNF alpha stimulation. cell count reduction, % at 2 µM. HUVEC TNFalpha-stimulated, Hoechst cell count, imaging. actives 0.17% (n = 93,000);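 active = cell count reduction exceeding the screen mean by over 5 SD, scaled to untreated wells per plate, cut at about 78% in these data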;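 note: cells counted after 24 h of TNF alpha exposure following the 1 h pretreatment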
hDAT+cocaine: changed human dopamine transporter uptake under cocaine IC80 | LLC-PK1 hDAT cells, [14C]-dopamine uptake with cocaine IC80; actives deviate in either direction | B-score at 10 µM | Q01959 | AID 449768 | actives 1.3% (n = 110,000);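 active = Z score or B-score, a plate-position-corrected score, falls beyond the plate's 99.7% confidence bounds, in either direction; inactive = both scores lie inside the 99.7% bounds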;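 note: scored against the spread of the other compound wells on the same plate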
sEH inhibitor: inhibitors of human soluble epoxide hydrolase | inhibition, % at 2 µM | recombinant human sEH enzymatic activity assay | actives 0.34% (n = 91,000); in the data active = inhibition above about 80%; note: values of inactives mirror those of a sister screen read the other way; many of its hits are not listed in these tables
Plk1 PBD FP: Plk1 (human) PBD binding inhibition | actives 0.13% (n = 97,000) | P53350 | inhibition, %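 (tested at about 20 µM)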 | Plk1 PBD phosphopeptide binding, fluorescence polarization; in the data active = inhibition above about 34%, passing the limit was not always enough
Target sequence (P53350 whole entry, looked up): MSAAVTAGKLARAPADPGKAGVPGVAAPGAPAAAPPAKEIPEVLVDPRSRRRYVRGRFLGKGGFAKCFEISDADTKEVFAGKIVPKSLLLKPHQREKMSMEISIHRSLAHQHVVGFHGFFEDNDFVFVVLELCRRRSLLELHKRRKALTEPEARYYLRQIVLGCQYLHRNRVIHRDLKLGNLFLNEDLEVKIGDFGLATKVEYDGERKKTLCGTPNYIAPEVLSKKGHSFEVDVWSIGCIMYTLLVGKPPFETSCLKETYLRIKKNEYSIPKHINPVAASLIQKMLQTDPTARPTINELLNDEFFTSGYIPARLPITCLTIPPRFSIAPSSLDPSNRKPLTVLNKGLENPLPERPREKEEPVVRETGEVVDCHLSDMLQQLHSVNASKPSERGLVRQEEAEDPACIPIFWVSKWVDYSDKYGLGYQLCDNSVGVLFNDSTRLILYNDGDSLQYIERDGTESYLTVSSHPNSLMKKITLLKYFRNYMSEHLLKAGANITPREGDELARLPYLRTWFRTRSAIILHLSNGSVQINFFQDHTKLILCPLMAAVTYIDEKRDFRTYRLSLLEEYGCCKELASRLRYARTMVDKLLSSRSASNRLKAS
PLK1 kinase inh: inhibitors of human PLK1 kinase; P53350; AID 619; recombinant PLK1 kinase, TR-FRET peptide phosphorylation; inhibition, % at 10 µM; actives 0.53% (n = 97,000);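 active = inhibition of 50% or more in the single-concentration screen; inactive = inhibition below 50%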;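 note: 0% = DMSO max control and 100% = H-89 dihydrochloride min control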
Starred values were filed as active, the others as inactive; nt = no result given. Not all compounds are listed, so the mix of outcomes need not match the whole.

SMILES	VCAM1 TNFa inh	E coli WT exp	F-actin modifier	IL1B cytotox	TNFa cytotox	hDAT+cocaine	sEH inhibitor	Plk1 PBD FP	PLK1 kinase inh
CN1CCN(c2nccc3c2ncn3C)CC1	5	-4	11	-37	-44	-1.7	1	2	-5
CCCCn1c(NC(=O)c2ccco2)c(C(=O)OCC)c2nc3ccccc3nc21	-18	-6	-14	5	2	0.43	-9	-11	0
c1cncc(C2CCCCN2Cc2ccc3c(c2)OCO3)c1 (stereo not drawn)	-8	-10	-2	8	-40	0.44	17	-17	-5
O=C(Cc1ccccc1)OC(COCc1ccccc1)CN1CCOCC1 (stereo not drawn)	16	0	0	-2	-15	-0.13	-4	1	-17
CCCCCn1c(=O)c(C(=O)Nc2c(C)n(C)n(-c3ccccc3)c2=O)c(O)c2ccccc21	-28	8	7	-13	9	-0.92	6	-26	-17
CC1=NOC2(C)Nc3ncnn3C(c3ccccc3)C12 (stereo not drawn)	16	-1	-10	2	-2	-1.8	8	-24	-2
CC1CCC(C(C)C)C(OP(N)(=O)c2ccccc2)C1 (stereo not drawn)	-6	-1	55	-40	-12	-1.9	3	7	-1
CCOC(=O)C1CCCCC12C(C#N)=C(N)Oc1n[nH]c(C)c12 (stereo not drawn)	4	-15	-16	-8	-12	-1.7	-7	-1	-14
CCOc1cccc(CNC2CN3CCC2CC3)c1 (stereo not drawn)	-19	6	-5	12	-13	0.2	-6	-18	1
Cc1ccccc1-n1c(C)nc2sccc2c1=O	8	4	21	-6	-13	-1.4	4	48	-1
CSc1ccc(CNC2CN3CCC2CC3)cc1 (stereo not drawn)	93*	-12	-17	-1	86*	0.76	nt	36	-4
CCOC(=O)c1cn2nc(OP(=S)(OCC)OCC)cc2nc1C	-9	5	-11	-29	-1	-0.031	nt	7	-11
COc1ccc(C2C(C#N)=C(N)Oc3c2c(=O)oc2ccccc32)cc1Cn1cc([N+](=O)[O-])cn1 (stereo not drawn)	15	-6	7	-52	4	nt	2	1	-8
Nc1c(C(=O)OC2CCCCC2)c2nc3ccccc3nc2n1CC1CCCO1 (stereo not drawn)	-3	3	4	9	-10	3.4*	6	-11	-11
O/N=C/c1c[nH]c2ccccc12	11	0	0	2	-32	0.44	-4	-8	15
COCCCNC(=O)c1c(NC(=O)c2ccccc2)n(Cc2ccccc2)c2nc3ccccc3nc12	8	nt	-7	18	2	0.083	-1	15	-8
O=c1c2ccccc2nc(-c2cccs2)n1-c1ccccc1	-14	-3	21	-3	12	-0.05	2	-2	-2
CC(=NCc1cccnc1)c1c(O)n(-c2ccccc2C)c(=O)[nH]c1=O	-4	4	0	-5	9	0.34	5	4	8
Cc1cccc(OCC(=O)N2CCN(Cc3ccncc3)CC2)c1	-13	2	10	-12	-9	0.012	-18	25	-10
COc1ccc(OC)c(N2C(=O)NC(=O)C3(Cc4cc(C)ccc4N(C)C3)C2=O)c1 (stereo not drawn)	37	-3	-19	9	28	0.017	0	-15	-6
CN(C)c1ccc(C(=O)c2ccc(N(C)C)cc2)cc1	21	-3	-18	8	0	-1.4	-2	9	0
O=C(c1cccn2c(=O)c3cc(Cl)ccc3nc12)N1CCC2(CC1)OCCO2	-4	0	2	-12	4	-0.99	-14	14	-13
O=C(CN1CCCCC1)Nc1ccc(Br)cc1C(=O)c1ccccc1Cl	4	-2	21	-2	-5	nt	12	18	-8
Cc1ccc(-n2c(O)c(C=NC3CCCCC3N)c(=O)[nH]c2=O)cc1C (stereo not drawn)	-2	7	47	19	-16	0.0017	-6	-4	-25
COC(=O)CC1(CC(=O)OC)C(=O)NC(=O)NC1=O	0	-3	-63	62	6	-0.045	-3	-29	-11
SMILES	VCAM1 TNFa inh	E coli WT exp	F-actin modifier	IL1B cytotox	TNFa cytotox	hDAT+cocaine	sEH inhibitor	Plk1 PBD FP	PLK1 kinase inh
CCSc1nnc([C@@H](N)Cc2c[nH]c3ccccc23)o1	9	18	-4	-58	-26	-0.46	-9	19	-10
COc1cc2[nH]c(=O)n(-c3ccc(C)cc3)c(=O)c2cc1OC	4	-5	-4	-11	2	-1.6	1	-15	-3
COc1ccc(CCn2c(O)c(C=NCCCn3ccnc3)c(=O)[nH]c2=O)cc1OC	-3	3	11	0	-11	0.71	5	24	-3
O=P(CN1CCN(c2ccccc2)CC1)(N1CCCCC1)N1CCCCC1	-16	0	nt	2	-2	0.18	-15	15	-18
CC12CN3CCN(CC(C3)C1O)C2 (stereo not drawn)	-4	9	28	-2	3	0.29	10	7	-9
CC(=O)Nc1ccc(OC(=O)N2CCCCC2)cc1	9	1	-7	28	-2	0.28	9	9	0
CSc1nnc([C@@H](N)Cc2ccccc2)o1	-13	-2	-4	12	-6	0.082	2	-2	-10
O=[N+]([O-])c1ccccc1CNCCc1ccc(F)cc1	-16	10	15	5	10	-0.52	1	-16	-8
O=c1[nH]c(=O)n(-c2cccc3ccccc23)c(O)c1C=NCc1ccc2c(c1)OCO2	-2	1	5	-18	4	0.28	11	-16	-1
CC(=NCCCN1CCOCC1)c1c(O)n(Cc2ccccc2)c(=O)[nH]c1=O	-1	-4	15	37	10	-0.66	0	-1	-3
CCCCC(=O)C1C(=O)NC(=O)NC1=O	-8	2	3	19	-6	-0.042	-9	23	-6
CCC(C)N1CCN(C(=O)Cc2ccccc2)CC1 (stereo not drawn)	9	-2	-12	8	-11	-0.11	0	3	-20
CCOC(=O)C(NC(C)=O)C(OC(C)=O)c1cccc(N(CCCl)CCCl)c1 (stereo not drawn)	-17	nt	-5	22	0	0.26	3	-17	-4
C=CCn1c(O)c(C(C)=NCCN2CCOCC2)c(=O)[nH]c1=O	-5	-2	-45	-18	10	1.3	7	-12	0
O=c1[nH]c(=S)n(Cc2ccc(F)cc2)c(O)c1C=NCC1CCCO1 (stereo not drawn)	7	1	-24	-24	15	-0.94	-7	-5	-7
Cc1oc(-c2ccc(Cl)cc2)nc1CS(=O)CC(=O)N1CCC2(CC1)OCCO2 (stereo not drawn)	14	-4	nt	-55	-6	0.78	9	4	-12
CCOc1cc(C=C2C(=O)NC(=O)NC2=O)ccc1OS(=O)(=O)c1ccccc1	2	-12	-2	-4	-3	-0.62	6	-29	-6
CCC(CO)Nc1ccc([N+](=O)[O-])c2cccnc12 (stereo not drawn)	2	6	12	-14	2	-2.3	1	32	-11
CC(=O)N(C1=NCCCS1)c1ccccc1F	4	2	28	22	-21	0.25	2	-10	-6
COc1ccc(Br)cc1CN1CCN(C(=O)Cc2ccccc2)CC1	5	5	14	-14	-20	2.5	8	-17	-5
Fc1ccc2c(c1)nnn2C1CCN(Cc2nnnn2CCc2ccccc2)CC1	-12	-1	7	5	-35	1.7	-13	-7	-12
CC(C)C12CN3CCN(CC(C3)C1O)C2 (stereo not drawn)	-10	-1	-10	13	-14	nt	-3	4	-12
O=P(/C(=N/O)N1CCCCC1)(N1CCOCC1)N1CCOCC1	27	-3	21	-26	7	-0.49	7	-23	-9
Cc1cnn(C2CCN(C)CC2)c1N	22	1	-11	-68	9	0.25	-11	-29	-13
CCn1c(=O)cc(OCC(=O)N2CCN(Cc3ccc4c(c3)OCO4)CC2)c2ccccc21	12	7	-12	-16	-26	0.072	-7	-24	-10

Rewritten with each value named: 3 of the compounds above.
> CCCCC(=O)C1C(=O)NC(=O)NC1=O
  VCAM1 TNFa inh: -8
  E coli WT exp: 2
  F-actin modifier: 3
  IL1B cytotox: 19
  TNFa cytotox: -6
  hDAT+cocaine: -0.042
  sEH inhibitor: -9
  Plk1 PBD FP: 23
  PLK1 kinase inh: -6
> CCC(C)N1CCN(C(=O)Cc2ccccc2)CC1 (stereo not drawn)
  VCAM1 TNFa inh: 9
  E coli WT exp: -2
  F-actin modifier: -12
  IL1B cytotox: 8
  TNFa cytotox: -11
  hDAT+cocaine: -0.11
  sEH inhibitor: 0
  Plk1 PBD FP: 3
  PLK1 kinase inh: -20
> CCOC(=O)C(NC(C)=O)C(OC(C)=O)c1cccc(N(CCCl)CCCl)c1 (stereo not drawn)
  VCAM1 TNFa inh: -17
  E coli WT exp: nt
  F-actin modifier: -5
  IL1B cytotox: 22
  TNFa cytotox: 0
  hDAT+cocaine: 0.26
  sEH inhibitor: 3
  Plk1 PBD FP: -17
  PLK1 kinase inh: -4

Carrying on:
SMILES	VCAM1 TNFa inh	E coli WT exp	F-actin modifier	IL1B cytotox	TNFa cytotox	hDAT+cocaine	sEH inhibitor	Plk1 PBD FP	PLK1 kinase inh
COc1ccc(C2NCc3ccc4c(c3-n3cccc32)OCO4)cc1OC (stereo not drawn)	6	0	-6	-21	-41	1.1	1	-15	-19
Cc1cc(C)c(C(=O)CN2CCOCC2)c(C)c1	-1	3	-1	-14	6	-0.55	0	-25	-10
O=C(c1ccc(CS(=O)(=O)c2ccc(Br)cc2)o1)N1CCC2(CC1)OCCO2	9	-16	9	-7	7	-0.45	-10	-16	-9
CCC(C)OC(=O)c1c(N)n(Cc2cccs2)c2nc3ccccc3nc12 (stereo not drawn)	7	-16	-1	-15	15	0.026	20	-16	-8
Cc1cc(NC(=O)COC(=O)c2c(C)nn(Cc3ccccc3)c2Cl)no1	7	1	9	-32	-9	0.8	-18	14	-17
CN1C(=O)C(Cc2ccc3c(c2)OCO3)C(=O)N(C)C1=O	9	-2	31	-10	-30	0.47	7	17	-9
CCC(=NCC1CCCO1)c1c(O)n(-c2ccc(Cl)cc2)c(=O)[nH]c1=O (stereo not drawn)	-28	5	4	-16	-22	-0.64	6	7	-3
CCOc1ccccc1-n1c(O)c(C=NCCCN(CC)CC)c(=O)[nH]c1=O	-16	5	6	63	18	-0.1	-11	-2	-4
Cn1c(O)c(C=NCCN2CCN(C(=O)c3ccccc3)CC2)c(=O)n(C)c1=O	14	2	-19	-25	4	-0.74	nt	5	-1
Cc1cc(NC(=O)CCC(=O)N2CCC3(CC2)OCCO3)no1	-20	2	3	-15	-16	-0.53	-25	-19	-4
O=C(COc1ccc(Br)cc1)N1CCN(Cc2c[nH]c3ccccc23)CC1	10	-1	-10	-9	nt	nt	16	11	6
CC(C)(C)N(NC(=O)c1ccccc1)C(=O)c1ccccc1	-12	4	-2	1	1	0.59	16	-25	-7
O=C1C(c2ccccc2)=C(N2CC2)c2ccccc21	26	-5	-20	-5	19	0.26	-4	8	-12
O=C1OCCN1P(=O)(c1ccccc1)c1ccccc1	2	2	5	29	1	0.39	4	-7	-13
C(#CCN1CCOCC1)COC/C=C/c1ccccc1	-6	2	-22	-42	14	-0.84	-4	-16	-4
COc1ccccc1CCNCc1cc2c(cc1[N+](=O)[O-])OCO2	14	12	-17	-35	5	0.26	-9	10	-2
O=C(COc1ccc(Cl)cc1)N1CCN(Cc2ccccc2)CC1	3	5	-16	-17	-4	-0.17	nt	-8	5
S=C1CN=C(c2ccccc2Cl)c2cc(Cl)ccc2N1	0	nt	-11	-4	-10	-2	-2	5	-12
CCCCCCOc1ccc(CN2CCN(CCO)CC2)cc1	10	13	nt	-39	-24	1	-1	0	-8
CCOP(=O)(CN(CC)CCNP(=O)(OCC)OCC)OCC	-7	0	-12	6	3	-1.2	nt	-6	-9
O=C(c1cc(-c2ccccc2)nc2ccccc12)N1CCC2(CC1)OCCO2	8	0	-2	-5	8	0.0042	7	2	-10
O=C(CN1CCCC1=O)N1CCOCC1	19	-1	-4	17	-4	-1.3	-2	2	-12
CCCCCSc1cc(OC)c(CCN(C)C)cc1OC	2	16	2	-108	-11	1.2	-1	18	-2
CN(C)CC1CSCCC1(O)c1ccc(Cl)cc1 (stereo not drawn)	4	nt	-4	-46	-12	-0.058	-13	2	-9
CN1CCN(C(=O)COc2ccc(S(=O)(=O)N(C)Cc3ccccc3)cc2)CC1	-15	6	-6	-12	-1	-0.055	7	-17	-17
Cc1ccc(-c2nc3ccc(Cl)cc3n2OC(=O)N(C)C)cc1	16	-1	17	-31	-9	1.6	6	-6	-13
CC12CN3CC(C)(CN(C1)C3c1ccco1)C2=O (stereo not drawn)	-2	6	29	24	-23	0.29	-8	-16	14
CN(C(=O)c1ccco1)C1(c2ccccc2Cl)CCCCC1=O (stereo not drawn)	-16	7	5	31	-70	-0.82	-5	-6	-10
Nc1ccc2c(c1)oc1ccccc12	-3	17	14	-16	-30	-0.95	2	-3	-4
